SENP6 inh: SENP6 protease inhibition; Q9GZR1; Recombinant SENP6 catalytic domain, aminoluciferin luminescence; inhibition, % at 10 µM; hit rate 1.8% among 330,000; AID 2599;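 active = inhibition above about 50% at the single tested dose, limit read from the data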;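 note: plate controls were DMSO wells with enzyme for no effect and DMSO wells lacking enzyme for full effect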
NR3A LBD binder: NR3A (human) ligand-binding domain modulation. NR3A LBD differential scanning fluorimetry, Tm shift; 0% = protein alone, 100% = glycine-bound protein. hit rate 2.5% among 340,000. Tm shift relative to glycine control, % at 25 µM;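 active = melting temperature shift of at least 10% of the positive control shift, at one fixed dose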
SENP8 inh: blocks human SENP8 cleavage of Nedd8 substrate; Q96LD8; recombinant SENP8, Nedd8 substrate fluorescence; inhibition, % at 20 µM; hit rate 0.64% among 360,000; AID 602440; in the data active = inhibition mostly above about 40%, no sharp cut-off; inactive = mostly below about 27%
SENP7 inh: inhibitors of human SENP7 protease. Q9BQF6. recombinant SENP7, Z-RLRGG-aminoluciferin luminescence, 40 min. inhibition, % at 5 µM. hit rate 1.5% among 330,000;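 active = inhibition above about 50% at the single test dose, limit read from the data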;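 note: plate controls were DMSO with enzyme for no effect and no enzyme buffer wells for full effect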
MPTP inh: permeability transition pore inhibition; hit rate 1.4% among 360,000; isolated mouse mitochondria, Ca2+ swelling absorbance, 30 min; AID 602449; inhibition, % at 10 µM;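 active = inhibition of 50% or more, scaled per plate between neutral and stimulator controls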;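 note: 0% = DMSO wells given calcium and 100% = 1 mM EGTA wells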
ATG4B inhibitor: blocks human ATG4B protease cleavage of LC3 substrate. Q9Y4P1. ATG4B cleavage of LC3-PLA2, NBD-HPC fluorescence, 1 h. inhibition, % at 8.33 µM. hit rate 0.51% among 340,000. AID 504462; in the data active = inhibition above about 40%
PfGluPho inh: PfG6PD (Plasmodium falciparum) enzyme inhibition | PfGluPho enzyme, NADPH resazurin-diaphorase fluorescence | inhibition, % at 20 µM | hit rate 0.78% among 350,000 | AID 504690;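 active = inhibition reaching at least a set limit at 20 µM in the primary screen, cut at about 59% in these data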;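 note: 0% = DMSO wells with substrate and 100% = DMSO wells lacking glucose-6-phosphate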
HKDC1 inhibitor: inhibitors of human hexokinase HKDC1 | inhibition, % at 20 µM | recombinant HKDC1, G6PDH/diaphorase resazurin coupled fluorescence | Q2TB90 | hit rate 0.16% among 340,000;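 active = inhibition above about 35% when tested at 20 µM, limit read from the data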;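 note: plate controls were DMSO wells with enzyme for no effect and DMSO wells lacking enzyme for full effect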
Target sequence (Q2TB90 whole entry, looked up): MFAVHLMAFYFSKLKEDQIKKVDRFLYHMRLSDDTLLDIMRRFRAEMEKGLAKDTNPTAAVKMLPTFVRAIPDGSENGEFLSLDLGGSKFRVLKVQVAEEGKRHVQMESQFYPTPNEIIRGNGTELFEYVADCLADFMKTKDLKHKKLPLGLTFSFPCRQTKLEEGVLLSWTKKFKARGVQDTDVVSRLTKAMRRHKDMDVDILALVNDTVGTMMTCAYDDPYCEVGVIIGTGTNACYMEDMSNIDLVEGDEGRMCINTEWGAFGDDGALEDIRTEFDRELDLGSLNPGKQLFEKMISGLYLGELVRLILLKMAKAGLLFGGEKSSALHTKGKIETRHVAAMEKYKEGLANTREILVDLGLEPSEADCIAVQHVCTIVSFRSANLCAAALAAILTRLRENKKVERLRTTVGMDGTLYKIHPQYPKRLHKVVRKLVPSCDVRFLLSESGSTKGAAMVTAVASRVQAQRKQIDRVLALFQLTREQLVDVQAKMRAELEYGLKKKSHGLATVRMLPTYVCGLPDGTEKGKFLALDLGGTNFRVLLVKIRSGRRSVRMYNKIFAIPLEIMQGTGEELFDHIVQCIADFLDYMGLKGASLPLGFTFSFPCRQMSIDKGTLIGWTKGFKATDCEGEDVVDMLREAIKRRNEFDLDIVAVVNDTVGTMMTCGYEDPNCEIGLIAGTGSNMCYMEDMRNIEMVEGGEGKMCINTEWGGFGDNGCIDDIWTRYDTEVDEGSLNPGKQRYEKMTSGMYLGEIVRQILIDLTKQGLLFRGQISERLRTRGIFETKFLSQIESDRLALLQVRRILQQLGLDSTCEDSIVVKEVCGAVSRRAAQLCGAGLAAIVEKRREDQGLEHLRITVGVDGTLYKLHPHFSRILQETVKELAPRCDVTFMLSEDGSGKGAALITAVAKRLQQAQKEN
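Assay system: recombinant HKDC1 hexokinase; detection: coupled resazurin fluorescence, excitation 525 nm, emission 613 nm; benchmarks: DMSO-plus-enzyme-mix negative control, buffer-substituted positive control; compound dosing: single 20 µM dose; schedule: 90 min at room temperature in dark; also added: glucose plus 1 mM ATP as hexokinase substrates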
Starred values were filed as active, the others as inactive; i = inactive; x = not tested or not shown.

SMILES	SENP6 inh	NR3A LBD binder	SENP8 inh	SENP7 inh	MPTP inh	ATG4B inhibitor	PfGluPho inh	HKDC1 inhibitor
COc1ccc(CCNC(=O)C2CC(c3cccc([N+](=O)[O-])c3)=NO2)cc1 (stereo not drawn)	1.3	1.9	21.4	3.8	-0.8	-5.5	1.9	1.2
CC(=O)Nc1ccc(S(=O)(=O)Oc2ccccc2N2C(=O)C3C4CCC(C4)C3C2=O)cc1 (stereo not drawn)	-10.5	3.5	-3.4	12.8	-1.1	-0.1	-13.6	-0.7
CCCCc1c(O)c2ccccc2[nH]c1=O	-8.4	-1.2	-65.8	-0.8	-2.2	3.1	0.2	-1.2
COCC(=O)Nc1ncc(S(=O)(=O)c2ccc([N+](=O)[O-])cc2)s1	6.2	0.5	21.9	-3.9	-1.1	-2.2	-11.7	0.3
COCCCn1c2nc3ccccc3nc2c2c(=O)n(CC3CCCO3)cnc21 (stereo not drawn)	1.7	-0.9	i	6.6	-0.5	-3.2	-15.6	0.6
COc1cc(OC)cc(C(=O)Nc2cccc3ccccc23)c1	-0.3	3.4	5.4	7.6	-0.3	-13.8	9.4	-3.5
O=C(NC1CCCCC1)C(c1ccco1)N(C(=O)c1csnn1)C1CCCC1 (stereo not drawn)	4.4	-1.3	12.2	-6.0	0.5	-8.2	-11.9	2.3
CCOC(=O)c1ccccc1NC(=O)COC(=O)Cc1ccccc1F	-8.1	1.8	0.6	-2.0	0.7	-1.1	8.1	4.1
NC(=O)C1CCN(C(=O)c2ccc3c(=O)n(Cc4cccc(Br)c4)c(=S)[nH]c3c2)CC1	-11.6	-10.0	-1.6	3.7	-1.6	29.0	-14.0	0.6
CCCc1nn2c(=O)cc(CSCC(=O)Nc3ccccc3)nc2s1	4.9	0.4	5.5	-1.5	-1.0	-0.2	-3.0	1.6
COc1ccc(C(=O)c2c(C)oc3ccc(O)c(CN4CCOCC4)c23)cc1	-2.2	-2.5	10.5	3.3	3.2	-5.7	-4.5	-8.0
C/C(=N\NC(=O)c1ccc(-n2cnnn2)cc1)c1ccc(Cl)cc1	-3.2	-0.3	6.5	-2.5	0.8	7.2	-13.3	-0.5
CCOC(=O)c1c[nH]c2c(Cl)ccc(Cl)c2c1=O	-0.8	2.2	11.3	4.8	-0.6	7.0	-14.6	-4.9
COc1cccc(-c2sc3cc(OC)c(OC)cc3c2-c2ccc(OCCN3CCCCC3)cc2)c1	x	4.7	-181.0	-4.1	-0.5	-5.8	29.2	6.5
CC(=O)Nc1ccc(S(=O)(=O)Nc2nccc(/C=C/c3ccc(Cl)cc3)n2)cc1	-5.9	11.7*	-160.0	-8.7	-0.5	-0.5	-22.4	-5.0
CN(C)N=Nc1nc2c(c(=O)n(C)c(=O)n2C)n1CC1CO1 (stereo not drawn)	0.6	-0.3	18.9	3.8	1.2	-7.9	3.1	-3.4
O=C1C2C3C=CC(O3)C2C(=O)N1CC(O)c1ccccc1 (stereo not drawn)	-8.5	-1.1	6.7	-4.1	-8.2	-1.8	-12.5	0.8
O=C1c2ccccc2NC(c2cc(Cl)cc(Cl)c2O)N1Cc1cccnc1 (stereo not drawn)	5.3	-16.5	-264.5	2.4	2.1	-0.8	3.8	5.2
CNc1nc2ccccc2n1CC(=O)c1ccccc1	14.4	3.9	18.3	-3.9	1.1	-2.1	-8.8	-6.5
CCN(CC)CC(=O)Nc1scc2c1c(=O)oc1ccccc12	0.6	-0.5	-13.9	-1.4	1.4	8.2	-0.4	-3.9
CCCCCc1nnc(N)s1	11.5	0.5	4.7	-3.8	-1.3	22.2	-2.6	5.5
CN(C(=O)COc1ccccc1)c1nc(-c2ccc(F)cc2)cs1	-9.2	0.9	-4.7	1.8	1.6	-3.1	0.0	6.0
O=C(Nc1ccc(F)cc1)NC1CCN(Cc2ccccc2)CC1	2.6	-1.2	15.0	4.6	1.0	-6.3	-14.7	7.7
O=C(COC(=O)c1ccc(S(=O)(=O)Nc2ccccc2)cc1)NC1CCCC1	7.6	4.9	3.8	-5.4	-2.5	-1.9	-18.7	-8.8
NS(=O)(=O)c1cccc(NC(=O)CCS(=O)(=O)c2ccc(Cl)cc2)c1	7.9	-2.3	5.5	7.7	0.1	-7.0	-2.3	-7.4

As entered above:
Entry for `CCCCCc1nnc(N)s1` under PfGluPho inh: -2.6
Entry for `O=C1C2C3C=CC(O3)C2C(=O)N1CC(O)c1ccccc1` (stereo not drawn) under SENP8 inh: 6.7
Entry for `COc1ccc(C(=O)c2c(C)oc3ccc(O)c(CN4CCOCC4)c23)cc1` under SENP7 inh: 3.3
Entry for `CCOC(=O)c1ccccc1NC(=O)COC(=O)Cc1ccccc1F` under HKDC1 inhibitor: 4.1
Entry for `O=C(Nc1ccc(F)cc1)NC1CCN(Cc2ccccc2)CC1` under HKDC1 inhibitor: 7.7

Results in HKDC1 inhibitor (3 entries from above):
SMILES	HKDC1 inhibitor
CNc1nc2ccccc2n1CC(=O)c1ccccc1	-6.5
CCN(CC)CC(=O)Nc1scc2c1c(=O)oc1ccccc12	-3.9
CCCCCc1nnc(N)s1	5.5

Additional results:
SMILES	SENP6 inh	NR3A LBD binder	SENP8 inh	SENP7 inh	MPTP inh	ATG4B inhibitor	PfGluPho inh	HKDC1 inhibitor
CSc1ccccc1NC(=O)Cn1nc([N+](=O)[O-])cc1C	-8.1	1.0	3.1	-4.6	0.0	-8.9	2.5	9.6
COc1ccc(-c2ccc(OC(=O)NC3CCS(=O)(=O)C3)cc2)cc1 (stereo not drawn)	-9.7	-10.9	16.6	12.6	4.2	7.0	-8.2	-0.5
Cc1ccc(S(=O)(=O)N2CCCN(c3nc4cc(C)ccc4cc3C#N)CC2)cc1	-7.9	-0.4	-239.9	3.4	1.3	-14.3	13.1	-4.7
CC1CN(S(=O)(=O)c2ccc(CN3C(=O)c4cccnc4C3=O)s2)c2ccccc2O1 (stereo not drawn)	-4.7	1.4	13.5	-13.9	0.2	-8.2	-3.2	0.1
Cc1ccccc1-c1nnn(C/C(N)=N/O)n1	-17.2	1.6	6.1	0.4	-2.0	7.5	14.0	-5.3
O=C(CSc1nnc(NCc2ccccc2)s1)N1CCOCC1	-3.0	5.0	7.9	-1.0	-0.5	4.8	-11.5	-2.4
CCn1c(=O)c(C(=O)NC(C)c2ccccc2)c(O)c2ccccc21 (stereo not drawn)	-0.9	1.7	-21.8	-7.9	2.6	2.9	-21.6	-2.4
CCCCCCCCNCCS(=O)(=O)NN1CCOCC1	x	-0.5	-0.6	3.2	0.5	-0.7	11.6	-1.2
CC(=O)Nc1ccc2nc(C3CC3)n(Cc3ccc(Cl)cc3)c(=O)c2c1	26.3	0.2	-12.1	12.8	0.4	3.1	-16.6	4.0
O=C(NCCc1c[nH]c2ccccc12)c1cc2ccccc2oc1=O	-6.0	-6.9	9.3	-5.6	-1.6	17.3	7.7	0.7
C[C@H](CO)N1C[C@H](C)[C@@H](CN(C)C(=O)Nc2ccccc2)Oc2ccc(NS(=O)(=O)c3ccc(F)cc3)cc2C1=O	-4.9	3.1	2.7	0.4	1.2	-8.0	-0.2	-4.1
O=S(=O)(c1ccc2nnn(O)c2c1)N1CCOCC1	9.0	0.3	16.5	8.0	-1.1	-0.1	-7.8	-4.8
COc1ccc2cnn(-c3ccc(OC(F)(F)Cl)cc3)c(=O)c2c1OC	-9.5	0.5	-48.9	0.9	2.6	-4.8	10.6	-3.1
CCc1ccccc1-n1c(-c2ccncc2)n[nH]c1=S	-7.1	-0.8	-9.6	5.7	-1.6	2.2	31.8	-10.2
Nc1nnc(CSCc2ccccc2Cl)s1	-9.4	1.5	-0.8	-6.0	2.4	-4.5	4.1	1.4
COc1c(C)cc(C(=O)C2CCCN(C(=O)Cn3nc(C)nc3C)C2)cc1C (stereo not drawn)	12.7	-7.8	5.3	1.9	-0.8	12.1	4.3	-1.0
N#Cc1cc2c(nc1SC1CC(=O)N(c3ccccc3)C1=O)CCC2 (stereo not drawn)	x	-0.7	-31.7	x	-9.8	-3.6	22.2	-6.2
CC(=O)/C=C/n1c(=S)oc2ccccc21	x	2.2	x	x	x	-11.3	14.3	9.9
COc1ccc(S(=O)(=O)Nc2ccc(N3CCOCC3)cc2)cc1	1.7	0.9	22.1	0.5	-0.3	-5.3	-4.1	-5.5
Cc1ccn2c(C(=O)N/N=C\c3ccccc3[N+](=O)[O-])c(C)nc2c1	0.6	-2.9	-70.6	5.3	1.8	9.0	18.5	-14.1
CO/N=C/NC(=O)c1cn(-c2ccc(F)cc2)c(=O)c2ccccc12	-9.1	-1.7	-6.1	3.2	0.8	0.0	-12.3	-3.9
Cc1ccc2c(CN3CCN(CCO)CC3)cc(=O)oc2c1	-3.0	-0.2	11.3	6.4	1.8	-5.2	3.8	-0.9
COc1ccc(C(=O)Nn2c(CC(C)C)nc3cc(Cl)ccc3c2=O)c(OC)c1	-20.5	0.0	8.3	3.2	0.3	-6.3	-9.3	-0.5
CC(C)=CCN1CCN(Cc2cnc(N3CCOCC3)s2)CC1CCO (stereo not drawn)	-4.0	-0.2	11.2	-3.7	-3.0	6.4	-4.4	-7.2
CCOC(=O)Nc1c(O)ccc2oc(C)c(-c3ccccc3)c12	-10.7	-0.8	-10.9	-3.0	0.6	11.5	54.9	4.0
Additional compounds.
SMILES	SENP6 inh	NR3A LBD binder	SENP8 inh	SENP7 inh	MPTP inh	ATG4B inhibitor	PfGluPho inh	HKDC1 inhibitor
COC(=O)C1=C(C)N(CC(C)C)C(=O)C1	0.6	0.9	5.8	0.2	1.1	-5.5	-1.6	9.2
COCc1cc(=O)n2c([nH]c3ccccc32)c1C#N	20.5	0.2	-268.0	21.7	0.6	1.7	-6.3	4.6
CCOc1ccc2nc(Cl)c(/C=C/C(=O)c3ccco3)cc2c1	-9.6	-4.0	-70.2	-3.0	1.9	-0.3	12.0	19.1
CCOC(=O)N1CCN(C(=O)COC(=O)c2ccc(Cl)nc2)CC1	2.2	-0.8	0.1	-9.7	-1.2	-7.0	-2.5	-6.5
Cc1cc(C(N)=O)c2ccccc2n1	3.2	-0.1	15.0	1.1	-0.5	-1.0	-9.5	-8.4
Cc1ccc(C(=O)NCCn2cc(SCC(=O)Nc3cc(C)on3)c3ccccc32)cc1	-8.4	1.7	16.9	3.7	1.8	-16.2	-10.4	5.8
Cc1cc(C)c2c(N)c(-c3nnc(SCc4ccc(Cl)cc4)n3C)sc2n1	-9.5	0.9	-425.2	2.4	8.1	-8.9	7.8	-0.2
CCOc1nc(N2CCOCC2)nc(N2CCOCC2)n1	-29.7	-0.7	-8.7	7.2	0.7	-5.4	4.5	-3.3
S=c1[nH]nc(COc2ccccc2)n1C1CCCCC1	-4.8	0.0	17.4	11.1	3.8	1.8	16.4	7.2
CCN(CC)C(=O)CSc1nc2cc3c(cc2c(=O)n1Cc1ccc2c(c1)OCO2)OCO3	-8.2	-1.0	-0.5	-3.9	4.0	-3.8	-0.3	-0.2
COc1cc(OC)cc(-c2nc(-c3ccc(Br)cc3)no2)c1	2.2	5.0	-20.2	1.5	2.5	3.1	-8.6	3.4
Cc1cc(C(=O)O/N=C(\N)c2ccncc2)ccc1[N+](=O)[O-]	37.3	-0.4	23.2	57.5*	1.1	-0.4	-12.7	-3.3
O=C(Cn1cnc2c(nnn2Cc2ccccc2)c1=O)Nc1ccc2c(c1)OCCO2	9.6	3.3	15.1	0.9	-0.7	-1.1	-3.3	1.5
CCOC(=O)c1c(C)[nH]c(C)c1C(=O)COC(=O)c1cccc(C)c1O	-3.0	-9.8	1.1	6.5	0.7	-13.6	1.8	-4.5
CCC[C@@H](CN1CCC[C@H]1CN1C(N)=NC[C@H]1CC(C)C)N1C[C@@H](Cc2ccccc2)N(CCc2ccc(Cl)c(Cl)c2)C1=N	-6.7	-6.0	19.3	-3.6	1.5	7.5	16.9	4.3
COC(=O)C1C2C=CC3(CN(C(C)c4ccc(OC)cc4)C(=O)C13)O2 (stereo not drawn)	-9.8	-1.3	22.9	4.0	-0.3	5.0	-7.9	-1.9
